hcGAS lum = human cGAS inhibition. recombinant h-cGAS, ATP depletion, Kinase-Glo luminescence. inhibition, % at 12.5 µM. 0.081% of 290,000 active. AID 1259398;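 further: 0% = vehicle reaction and 100% = reaction without DNA for no activity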
Target sequence (Q8N884 whole entry, looked up): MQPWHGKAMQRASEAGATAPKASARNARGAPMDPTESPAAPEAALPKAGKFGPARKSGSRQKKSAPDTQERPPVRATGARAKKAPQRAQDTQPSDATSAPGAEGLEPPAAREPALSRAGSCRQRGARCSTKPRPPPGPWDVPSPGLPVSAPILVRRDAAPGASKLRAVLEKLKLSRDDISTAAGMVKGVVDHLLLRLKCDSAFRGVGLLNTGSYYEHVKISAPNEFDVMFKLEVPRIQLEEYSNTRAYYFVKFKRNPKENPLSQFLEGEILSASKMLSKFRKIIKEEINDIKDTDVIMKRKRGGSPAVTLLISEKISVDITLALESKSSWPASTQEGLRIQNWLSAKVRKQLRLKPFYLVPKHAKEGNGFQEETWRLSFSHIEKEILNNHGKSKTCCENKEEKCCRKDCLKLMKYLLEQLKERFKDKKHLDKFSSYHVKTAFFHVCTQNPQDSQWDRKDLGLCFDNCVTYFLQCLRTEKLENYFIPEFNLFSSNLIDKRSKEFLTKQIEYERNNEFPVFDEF
NPYLR7 ag = activates Aedes aegypti NPYLR7 receptor; HEK293T NPYLR7/Galpha15, GCaMP6s calcium fluorescence; activation, % at 10 µM; AID 1259423; 0.15% of 270,000 active; in the data active means activation above about 40%;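 further: 0% = vehicle and 100% = reference agonist at the receptor; some compounds past the cut are filed as inactive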
mcGAS lum = inhibitors of mouse cGAS; inhibition, % at 12.5 µM; recombinant cGAS, Kinase-Glo ATP depletion luminescence; 0.15% of 160,000 active; Q8C6L5;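 further: 0% = negative control wells and 100% = reference inhibitor with no enzyme activity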
Numbers without * were called inactive; · = no result given; & = joins results of further samples. Unless noted, no stated cut-off is given here; in the data, active means inhibition above about 40%; inactive means the rest.

Start of the listing, in advance (6 entries):
SMILES	hcGAS lum	NPYLR7 ag	mcGAS lum
COC(=O)c1ccc2c(=O)[nH]c(CN3CCc4sccc4C3C)nc2c1 (stereo unspecified)	-4	1	·
CC1CN(C(C)CNC(=O)c2cc3c(s2)CCC3)CC(C)O1 (stereo unspecified)	-3	-4	-5
CN(C)c1nc2c(c(=O)n(C)c(=O)n2C)n1C	7	4	·
O=C(NCc1nccs1)c1nn(CC2CC2)c2c1CN(C(=O)c1cn3ccccc3n1)CC2	-27	21	-8
COC1(OC)c2nonc2CCC1O (stereo unspecified)	-1	2	·
Cc1ccccc1CC(=O)NCc1ccc(C#N)cc1	-2	-25	·

The list itself, previewed entries included:
SMILES	hcGAS lum	NPYLR7 ag	mcGAS lum
COC(=O)c1ccc2c(=O)[nH]c(CN3CCc4sccc4C3C)nc2c1 (stereo unspecified)	-4	1	·
CC1CN(C(C)CNC(=O)c2cc3c(s2)CCC3)CC(C)O1 (stereo unspecified)	-3	-4	-5
CN(C)c1nc2c(c(=O)n(C)c(=O)n2C)n1C	7	4	·
O=C(NCc1nccs1)c1nn(CC2CC2)c2c1CN(C(=O)c1cn3ccccc3n1)CC2	-27	21	-8
COC1(OC)c2nonc2CCC1O (stereo unspecified)	-1	2	·
Cc1ccccc1CC(=O)NCc1ccc(C#N)cc1	-2	-25	·
O=c1c2c(nc(NCCCO)n1-c1ccccc1)-c1ccccc1CC21CCCC1	-11	5	-9
CCc1ccc(C(=O)O)cc1S(=O)(=O)N(C)c1cccc(C)c1	-6	10	-13
CN(C)c1ncnc2sc3c(c12)CCCC3	-4	2	0
O=c1c2ccccc2nc2ccccn12	-2	-4	-5
COc1ccccc1/C=C/C=C1\N=C(c2cccc(C)c2)OC1=O	-6	-4	·
Cc1cccc2c1NC1(CCN(C(=O)c3ccc(Cl)cc3Cl)CC1)NC2=O	-8	6	-5
CCN1CCN(C(=O)c2ccc(OCC3CC3)nc2)c2ccccc21	-4	-1	·
COC(=O)C(C)Sc1nc2c([nH]c3ccccc32)c(=O)n1-c1ccc(OC)cc1 (stereo unspecified)	0	0	-5
CCOc1ccc(C(C2Sc3nc(C)nn3C2=O)N2CCN(C)CC2)cc1OC (stereo unspecified)	0	-2	-2
Cc1ccc(Cn2cc(C(=O)Nc3ccc(F)c(F)c3)ccc2=O)cc1	-9	14	·
Cc1cc(OCC2CN(C(=O)C(C)Oc3cccc(Cl)c3)CCO2)ccc1Cl (stereo unspecified)	-6	25	·
Cc1cc(C(=O)N2CCOC(COCc3ccccc3F)C2)cc(Cl)n1 (stereo unspecified)	0	-3	-1
CC(OC(=O)C1=COCCO1)C(=O)NC1CCCC(C)C1C (stereo unspecified)	0	0	·
N[C@@H]1CC[C@@H](NC(=O)CCn2c(=O)[nH]c3ccccc32)C1	-5	6	-21
Cc1cc(C)cc(CC(=O)N2CCC2(C)C(=O)NCc2cccs2)c1 (stereo unspecified)	-8	4	-7
COc1ccccc1OCCn1c(C2CC(=O)N(C(C)(C)C)C2)nc2ccccc21 (stereo unspecified)	-9	1	-3
CCc1nc2ccc(C(=O)N3CCCC(C(N)=O)C3)cn2c1N(CCC(C)C)CCN(C)C (stereo unspecified)	-5	12	-2
O=S1(=O)CCN2C(c3ccc(Br)cc3)=CSC2=N1	-8	0	·
COC(=O)c1sc(NC(=O)[C@@H](NC(=O)c2ccccc2F)C(C)C)nc1C	-8	20	-17

An excerpt from above in order of formula weight, low to high:
SMILES	hcGAS lum	NPYLR7 ag	mcGAS lum
COC1(OC)c2nonc2CCC1O (stereo unspecified)	-1	2	·
CN(C)c1ncnc2sc3c(c12)CCCC3	-4	2	0
Cc1cc(C(=O)N2CCOC(COCc3ccccc3F)C2)cc(Cl)n1 (stereo unspecified)	0	-3	-1

Remaining list, next part.
SMILES	hcGAS lum	NPYLR7 ag	mcGAS lum
O=C(CNCCc1ccc(O)cc1)Nc1ccc(Cl)cc1F	-8	16	·
Cc1cc(C(=O)N2CCC(CCC(=O)NC3CCN(Cc4ccccc4)C3)CC2)n[nH]1 (stereo unspecified)	-3	13	·
Cc1ccccc1OCCn1c(SCc2nc3ccccc3[nH]2)nc2ccccc21	-5	0	-6
COCCCn1c(SC(C(=O)NC(N)=O)C(C)C)nnc1-c1ccc(Cl)cc1 (stereo unspecified)	-7	11	-7
Cc1cc(=O)[nH]c(NNC2=NCCCCC2)n1	-5	1	·
O=S(=O)(c1ccc(Sc2nnnn2C2CCCC2)nc1)N1CCOCC1	-6&-5	7&2	·
Cc1nccn1-c1cc(C(C)C)nc2c(-c3ccccc3)cnn12	2	2	-2
O=C(CC1CCN(C(=O)NCC2CCCO2)CC1)N1CCOCC1 (stereo unspecified)	-17	·	-7
CCCN(CC1CCCO1)C(=O)CC1(c2ccccc2F)CC(=O)N(C2CCCC2)C1=O (stereo unspecified)	1	2	-10
CCOc1ncccc1-c1ccc(-c2nnc(C)o2)cc1	-3	-2	-7
Cc1ccc(CN(CCc2ccccc2)C(=O)CN(CCN2CCOCC2)Cc2ccc([N+](=O)[O-])cc2)o1	-8	-2	-6
Oc1cccc(-c2cc(C3(CNc4cccc(Cl)c4)CC3)ccn2)c1	2	-4	-3
CNC(=O)CN(Cc1cccc(Br)c1)C1CC1	-10	3	-9
CC1CCCCC12NC(=O)N(CC(=O)Nc1ccc(NC(=O)C3CC3)cc1)C2=O (stereo unspecified)	-8	12	·
COCC(=O)Nc1c(-c2ccc(C)cc2)nc2cc(C)ccn12	-10	-4	-9
CCOc1ccccc1CNC(=O)CCc1cc2c(n1-c1ccc3ncsc3c1)-c1ccc(OC)cc1CC2	6	5	2
COCCN(Cc1nc(-c2ccc(OC)c(C)c2OC)oc1C)C(C)C	4	-4	·
N#CCOc1ccc(/C=C/C(=O)Oc2ccc(CC3COC(=O)N3)cc2)cc1 (stereo unspecified)	-5	4	·
Cn1c(=S)[nH]c2c(-c3ccccc3)csc2c1=O	2	-2	12
NC(c1ccccc1)C1CCCCC1 (stereo unspecified)	-4	8	·
CCCN(Cc1ccc(SC)cc1)C(=O)c1ccc2c(c1)nnn2C	-3	-1	-13
CCN(Cc1ccsc1)Cc1noc(C2CCC2)n1	-5	-2	-8
CCCSc1nnnn1-c1ccc(O)cc1	-3	5	-6
COCCN(Cc1cccc(OS(=O)(=O)c2ccc(F)cc2)c1)C(=O)Nc1cccc(C(F)(F)F)c1	-3	-2	-5
CS(=O)(=O)OCCNC(=O)c1cc2ccccc2oc1=O	-3	5	-4
SMILES	hcGAS lum	NPYLR7 ag	mcGAS lum
Cc1nc(C(C)NC(=O)CCCn2nnnc2CN2CCC(C)CC2)c(C)s1 (stereo unspecified)	-1	-6	-1
CCc1c(C)c(C(=O)NCCc2ccc(OC)c(OC)c2)n(Cc2cccc(F)c2)c1C	-6	2	-8
O=C1C(=O)N(CCCN2CCOCC2)C(c2ccco2)C1=C(O)c1ccc(Cl)cc1 (stereo unspecified)	-7	5	-8
CC1=NN(CC(=O)NCCc2nc(C)c(C)s2)CC1	-3	10	·
O=C(Nc1n[nH]c(=S)s1)c1cccs1	9	2	·
CCOc1cnn(C)c(=O)c1Nc1ccc(C(=O)NCc2ccc(F)cc2)cc1	1	3	-4
CCCCc1[nH]nc2c1C1(CCN(CC)CC1)C(C#N)C(=N)O2 (stereo unspecified)	-12	9	·
CN(Cc1ccc(Cl)s1)S(=O)(=O)c1ccc(Cl)cc1	-3	1	-6
C=CCN1C(=O)NC(=O)/C(=C/c2ccc(Br)cc2)C1=O	-5	-7	-4
CC(=O)OCC(=O)C12OC3(CCCC3)OC1CC1C3CCC4=CC(=O)C=CC4(C)C3(F)C(O)CC12C (stereo unspecified)	2	-8	·
CN1CC2(CCN(C(=O)CCn3nnc(-c4ccccc4)n3)C2)OC1=O (stereo unspecified)	-2	8	·
Cc1ccc(CN2C(=O)C(C)Oc3ccc(C)cc32)cc1 (stereo unspecified)	-3	0	-3
CCCn1cc(C(=O)NCCCOC(C)C)c2nn(-c3ccccc3)c(=O)c-2c1	4	10	5
O=c1cccnn1CCNS(=O)(=O)c1cccc(C(F)(F)F)c1	-6	0	·
O=C(c1ccccc1S(=O)(=O)Cc1ccccc1)N1CCn2cncc2C1	-4	0	·
CC1CCCCN1C(=O)C(NC(=O)c1cccs1)C1CCN(C(=O)c2ccc(Cl)cc2)CC1 (stereo unspecified)	-3	-6	-5
CC1(C)CC2(CCO1)C(Nc1ccccc1)=NC(=S)N2CC#N (stereo unspecified)	14	-2	·
CCSc1nnc(CSc2ncccn2)n1CCc1ccccc1	-4	2	-6
COC(=O)c1ccccc1CN(Cc1cccn1Cc1cccc(OC)c1)CC1CCCCC1	-4	-1	-5
COc1c(F)cccc1C(=O)N1CCC(CO)(CCOc2ccccc2)CC1	-3	12	·
Cc1csc2nc(CSc3nnnn3C3CCCC3)cc(=O)n12	-3	-1	·
CS(=O)(=O)N1CCC(C(=O)N2CCN(CCc3nc(-c4cccs4)cs3)CC2)CC1	-2	0	·
O=C(NCc1nnnn1C1CCCCC1)c1cccc(Cl)c1	-4	1	-6
Cc1nn(C)c(C)c1CC(C)NC(=O)Nc1cccc(S(C)=O)c1 (stereo unspecified)	-11	1	·
CN(CCCC1CCCO1)C(=O)C1(N)CC1 (stereo unspecified)	-8	2	-14
SMILES	hcGAS lum	NPYLR7 ag	mcGAS lum
CC(=O)Nc1nc(C(=O)N2CCCCCc3ccccc32)cs1	-3	-4	·
O=C(Cc1ccc(N2CCCC2=O)cc1)NCC1(c2ccccc2)CCCCC1	-1	-2	·
COc1cccc(C(=O)N2CCCC(CCC(=O)N3CCN(c4ccccn4)CC3)C2)c1 (stereo unspecified)	-8	1	·
CCn1ccc(-c2[nH]cnc2-c2ccccc2)n1	-6	-1	-12
CCC(CC)NC(=O)COC(=O)c1cc(-c2ccc(OC)c(OC)c2)nc2ccccc12	-4	-3	-5
COc1ccc(CNC(=O)c2cccnc2N2CCN(C(=O)c3ccc(-c4ccc(F)c(F)c4)s3)CC2)cc1	-7	4	-9
COc1ccccc1C(=O)N1CCC(C(NC(=O)c2ccc(C)cc2)C(=O)NC2CC2)CC1 (stereo unspecified)	-7	8	-7
CC(C(=O)NCCCn1cncn1)n1cnc2ccccc21 (stereo unspecified)	-5	-2	·
Cc1nc2n(COCCO)cnn2c(=O)c1Br	-2	3	-4
COCc1ncc(CN2Cc3c(-c4cccc(C)c4)nc(N)nc3C2C)cn1 (stereo unspecified)	-10	16	·
O=C(CC(c1ccccc1)c1ccccc1F)NCCc1cnc[nH]1 (stereo unspecified)	-4	13	·
Cc1ccsc1C(=O)OCc1nc2ccsc2c(=O)[nH]1	-6	-2	·
COc1ccc2c(c1)C(C)(Cc1ccc(Cl)cc1)C(=O)N2 (stereo unspecified)	-1	8	-2
CC(=O)Nc1ccc(Nc2cc(C(C)C)nc3c(-c4ccccc4)c(C)nn23)cc1	0	0	-7
C/C(=N/NC(=O)COc1cc(C)cc(C)c1)c1ccc(NS(=O)(=O)c2ccccc2[N+](=O)[O-])cc1	-9	3	·
CN1CCC(Cc2noc(-c3ccc(-c4ccn[nH]4)cc3)n2)CC1	-3	-3	·
O=C(c1cn(CC2CCCNC2)nn1)N1CCN(c2ccccc2F)CC1 (stereo unspecified)	-8	-8	-14
COc1ccc(OC)c(-c2cnc(-c3cccc(CNC(=O)c4cccnc4Sc4ccccc4)c3)[nH]2)c1	-4	2	-6
O=C(NC1CCC(O)CC1)c1ccc2c(c1)S(=O)(=O)N=C1CCCCCN12 (stereo unspecified)	2	1	·
Cc1ccc(CNC(=O)c2cc(N3CCSCC3)nc3ccccc23)o1	-10	22	-11
Cc1c(COc2ccccc2)cccc1NC(=O)C1CC(=O)N(C)C1 (stereo unspecified)	-7&-1	-21&1	·
O=C(CSc1nnnn1Cc1cccs1)N(C1CCCC1)C1CCS(=O)(=O)C1 (stereo unspecified)	-7	3	·
Fc1ccc(C2CCN(Cc3nc(Cc4ccccc4Cl)no3)C2)cc1 (stereo unspecified)	-11	11	-12
N#Cc1cccc(NC(=O)c2ncc(Cl)c(Cl)c2Cl)c1	-12	7	-7
O=C(CSc1ccccn1)NC1CCCN(c2ccc(C(F)(F)F)cn2)C1 (stereo unspecified)	-8	9	·

Single records, as listed above:
COc1ccc2c(c1)C(C)(Cc1ccc(Cl)cc1)C(=O)N2 (stereo unspecified) across the screens: hcGAS lum = -1; NPYLR7 ag = 8; mcGAS lum = -2
O=C(CC(c1ccccc1)c1ccccc1F)NCCc1cnc[nH]1 (stereo unspecified) across the screens: hcGAS lum = -4; NPYLR7 ag = 13; mcGAS lum = ·

Remaining list, next part:
SMILES	hcGAS lum	NPYLR7 ag	mcGAS lum
Cn1c(Cn2nnc3ccccc3c2=O)cc(=O)n(C)c1=O	3	1	·
CCc1nnc2n1N(C(C)=O)C(c1ccc(C(C)(C)C)cc1)=C(C(C)=O)S2	-12	6	·
CCOC(=O)c1cc(-c2ccc(N3CCN(C(=O)C(OC(C)=O)c4ccccc4)CC3)cc2)n(-c2ccccc2Cl)n1 (stereo unspecified)	-2	26	-3
Cc1cccc(Oc2cnn(-c3ccc(Cl)cc3)c(=O)c2Nc2ccc(C(=O)NCc3ccco3)cc2)c1	-5	11	-5
CC(N)=C(C#N)C(=O)COC(=O)c1cnc(C)cn1	1	-2	·
O=C(CSc1ccccn1)NCc1cccnc1Oc1ccccc1	-9	9	·
CCc1nc2ccc(C(=O)NCCCn3ccnc3)cn2c1N(C)CCCc1ccccc1	-1	-2	1
CN(Cc1cnc(N)nc1)Cc1nc(-c2ccccc2)no1	-4	31	-9
NC(=O)c1cc2c(nc1N1C[C@@H]3CC[C@H](C1)N(CC1CC1)C3)CCC2	-11	·	-7
CCOc1ccccc1NC(=O)N(CC(=O)N1c2ccccc2-n2cccc2C1c1ccc(F)cc1)C1CC1 (stereo unspecified)	-11	19	-5

Rows were taken by chance; any-hit rate near 0.27%.
